hDAT+cocaine – changed hDAT dopamine uptake under cocaine IC80, either direction, primary screen, cocaine antagonist project, cell-based, LLC-PK1 hDAT, [14C]-dopamine uptake, MLSMR; Sodium-dependent dopamine transporter (Homo sapiens), Q01959; LLC-PK1 hDAT cells, [14C]-dopamine uptake with cocaine IC80; actives deviate in either direction; B-score at 10 µM; 1.3% of 110,000 active; AID 449768, 2010;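 active = Z score or B-score, a plate-position-corrected score, falls beyond the plate's 99.7% confidence bounds, in either direction; inactive = both scores lie inside the 99.7% bounds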;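 note: scored against the spread of the other compound wells on the same plate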
Target sequence (Q01959 whole entry, looked up): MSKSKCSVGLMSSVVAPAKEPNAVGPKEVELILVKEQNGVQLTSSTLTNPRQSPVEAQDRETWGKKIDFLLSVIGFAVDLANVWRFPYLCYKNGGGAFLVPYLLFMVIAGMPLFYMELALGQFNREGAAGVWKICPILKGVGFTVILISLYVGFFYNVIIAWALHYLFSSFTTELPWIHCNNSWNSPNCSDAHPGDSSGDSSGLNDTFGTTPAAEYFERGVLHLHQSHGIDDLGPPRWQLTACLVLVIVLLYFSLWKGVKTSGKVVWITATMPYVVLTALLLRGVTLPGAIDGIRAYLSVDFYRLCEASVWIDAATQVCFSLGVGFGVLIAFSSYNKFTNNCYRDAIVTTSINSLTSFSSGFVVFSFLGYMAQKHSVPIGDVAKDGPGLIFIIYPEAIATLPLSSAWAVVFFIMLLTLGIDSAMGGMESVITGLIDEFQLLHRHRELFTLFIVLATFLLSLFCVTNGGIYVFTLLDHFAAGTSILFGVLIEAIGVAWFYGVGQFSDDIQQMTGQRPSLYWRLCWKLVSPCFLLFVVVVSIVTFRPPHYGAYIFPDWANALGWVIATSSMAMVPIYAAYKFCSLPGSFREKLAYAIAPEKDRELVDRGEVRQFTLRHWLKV
TNFa cytotox – cytotoxicity in TNFa-stimulated HUVEC, primary screen, cytotoxicity control for VCAM1 expression modulator project, imaging, Hoechst nuclei count; HUVEC TNFalpha-stimulated, Hoechst cell count; cell count reduction, % at 2 µM; 0.17% of 93,000 active; AID 848, 2007;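 active = cell count reduction exceeding the screen mean by over 5 SD, scaled to untreated wells per plate, cut at about 78% in these data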;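 note: cells counted after 24 h of TNF alpha exposure following the 1 h pretreatment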
Candida biofilm – clotrimazole potentiators killing Candida biofilms, primary screen, with clotrimazole, Alamar Blue. inhibition, % at 6 µM. 0.14% of 85,000 active. AID 834, 2007. C. albicans biofilm + clotrimazole;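 active = inhibition above 20%; inactive = inhibition below 20%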;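 note: preformed 24 hr biofilms exposed to compound for 48 hr; 0% = biofilm without compound and 100% = blank killed by clotrimazole plus chlorhexidine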
CYP2C9 activ – human CYP2C9 activators, primary screen, biochemical, luminescence; activation factor at 5 µM; 1.4% of 96,000 active; AID 1024, 2008; recombinant CYP2C9, luciferin-H conversion; active compounds read high; factor 1 = untreated enzyme, 0 = blocked;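 active = activation factor of 2 or more for CYP2C9 at a 5 µM dose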;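 note: 0 = sulfaphenazole-blocked wells and 1 = vehicle-only wells; values of inactives mirror those of a sister screen read the other way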
CYP2C9 inhib – blockers of cytochrome P450 2C9 activity – biochemical, luminescence, ADME assay, primary screen. P11712. 20% of 96,000 active. CYP2C9 Supersomes, luciferin-H conversion. AID 777, 2007. inhibition, % at 5 µM;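 active = blocking of liver enzyme CYP2C9 beyond about 50% at 5 µM, limit read from the data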; note: values of inactives mirror those of a sister screen read the other way
HUVEC tox IL1B – cytotoxicity in IL-1B stimulated HUVEC, primary screen, cytotoxicity control for IL-1B NFkB translocation project, imaging, Hoechst nuclear count, IL-1B stimulus. HUVEC cell count loss. cell count reduction, % at 2 µM. 0.41% of 94,000 active. AID 845, 2007;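 active = cell count reduction more than 3 SD above the screen-wide mean, cut at about 70% in these data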;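 note: normalized per plate to untreated control cells as the no-loss baseline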
VCAM1 TNFa inh – inhibitors of TNFa-induced VCAM1 expression, primary screen, imaging, HUVEC, TNFa stimulus, immunofluorescence; AID 802, 2007; inhibition, % at 2 µM; 0.48% of 95,000 active; HUVEC TNFa-induced VCAM-1 immunofluorescence, high-content imaging;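 active = inhibition above the batch mean plus 3 SD, with images confirmed as a hit by eye, cut at about 37% in these data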;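 note: 0% = TNF-stimulated DMSO wells and 100% = unstimulated control wells; not every result past the cut was called active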
CYP2C19 inh – blockers of cytochrome P450 2C19 activity – biochemical, luminescence, ADME assay, primary screen | AID 778, 2007 | 21% of 96,000 active | P33261 | inhibition, % at 5 µM | CYP2C19 Supersomes, luciferin-H EGE luminescence, 30 min;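 active = CYP2C19 inhibition above a set limit at 5 µM in the primary screen, cut at about 50% in these data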;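 note: plate controls were negative control wells for no effect and 2.5 mM tranylcypromine positive control for full effect; values of inactives mirror those of a sister screen read the other way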
CYP2C19 activ – human CYP2C19 activators, primary screen, biochemical, luminescence | Cytochrome P450 2C19 (Homo sapiens), P33261 | recombinant CYP2C19, luciferin-H EGE luminescence; active compounds read high; 0 = fully inhibited enzyme, 1 = untreated enzyme | activation factor at 5 µM | 96,000 tested, under 10 active | AID 1025, 2008;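 active = activation factor of at least 2 at 5 µM in the primary screen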;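 note: 0 = wells with 2.5 mM tranylcypromine and 1 = vehicle-only wells; values of inactives mirror those of a sister screen read the other way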
An asterisk follows results filed as active; nt = no result given. Not a hit list. Share with any hit: about 29%.

SMILES	hDAT+cocaine	TNFa cytotox	Candida biofilm	CYP2C9 activ	CYP2C9 inhib	HUVEC tox IL1B	VCAM1 TNFa inh	CYP2C19 inh	CYP2C19 activ
CCOc1ccc(NC(=O)CCCc2cc(-c3ccc(OCC)cc3)on2)cc1	-1.1	-1	3	1	1	9	8	1	1
COc1cc(NC(=O)Cn2nc(C(F)(F)F)c3c2CCCC3)cc(OC)c1OC	1.2	-7	3	0.9	12	71*	-14	16	0.8
CCCCSc1nnc(-c2cc(Br)ccc2N)c(=O)[nH]1	0.12	-5	-2	0.5	48	-3	-12	7	0.9
Clc1ccc2c(c1)c1ccccc1n2CN1CCOCC1	-0.0016	-21	8	0.5	49	3	-10	72*	0.3
O=C(O)CCC(=O)Nc1nc(-c2ccccc2)cs1	-0.27	-12	5	1	-4	-21	12	-4	1
CCCC12CN3CC(C)(CN(C1)C31CCCCC1)C2=O	-1	-12	1	1	4	10	0	10	0.9
Cc1c(Cl)cccc1NC(=O)CCN1CCCC(C)C1 (stereo unspecified)	0.037	nt	6	1	-2	nt	nt	19	0.8
CN=C1SC(CC(=O)Nc2cc(Cl)ccc2Cl)C(=O)N1C (stereo unspecified)	-0.52	-18	4	0.9	6	9	22	60*	0.4
CN1CCN(C(=S)Nc2ccc([N+](=O)[O-])cc2)CC1	nt	3	nt	0.9	8	11	-16	15	0.8
O=C(O)CCCc1nc2ccccc2s1	-1	nt	3	1	4	17	nt	55*	0.4
Cc1ccnc(Nc2nc3ccccc3o2)n1	0.055	nt	-5	0.9	10	nt	nt	44	0.6
CSc1cccc(NC(=O)CN(c2cccc(C)c2)S(C)(=O)=O)c1	-0.82	-35	-2	0.4	62*	-4	-9	72*	0.3
COC(=O)c1cccc(OCC(O)Cn2cnc3cc(C)c(C)cc32)c1 (stereo unspecified)	-1.8	29	4	0.7	33	17	1	41	0.6
O=C(O)CN1C(=O)CCS(=O)c2ccccc21 (stereo unspecified)	0.44	nt	12	1	0	nt	nt	-20	1.2
O=C(CSc1nc2cc(Cl)ccc2s1)c1cc2ccccc2o1	nt	-7	nt	0.9	6	2	4	-7	1.1
O=C(c1ccc2c(c1)OCO2)N(Cc1ccco1)C1(C(=O)NC2CCCCC2)CCCCC1	-0.23	9	nt	0.5	46	4	4	59*	0.4
COc1ccc(CCNC(=O)c2sc3cc(C)ccc3c2Cl)cc1	1.3	-7	nt	0.4	56*	18	-3	50*	0.5
COc1ccc(-c2c3c(=O)n(C)c(=O)n(C)c3cn2-c2cccc(OC)c2)cc1	0.22	-19	3	1	4	-5	8	-4	1
Cc1ccc(NC(=O)/C(CN(C)C)=N\O)cc1	-1	-29	6	1	-5	-38	-4	-9	1.1
COc1ccc(-c2nc3c(=O)n(C)c(=O)[nH]c3n2CCc2ccccc2)cc1	0.37	-20	7	0.3	72*	-42	15	-4	1

Exported field by field: part of the list above.
COc1ccc(CCNC(=O)c2sc3cc(C)ccc3c2Cl)cc1
  hDAT+cocaine: 1.3; TNFa cytotox: -7; Candida biofilm: nt; CYP2C9 activ: 0.4; CYP2C9 inhib: 56*; HUVEC tox IL1B: 18; VCAM1 TNFa inh: -3; CYP2C19 inh: 50*; CYP2C19 activ: 0.5
O=C(O)CCC(=O)Nc1nc(-c2ccccc2)cs1
  hDAT+cocaine: -0.27; TNFa cytotox: -12; Candida biofilm: 5; CYP2C9 activ: 1; CYP2C9 inhib: -4; HUVEC tox IL1B: -21; VCAM1 TNFa inh: 12; CYP2C19 inh: -4; CYP2C19 activ: 1
COc1ccc(-c2nc3c(=O)n(C)c(=O)[nH]c3n2CCc2ccccc2)cc1
  hDAT+cocaine: 0.37; TNFa cytotox: -20; Candida biofilm: 7; CYP2C9 activ: 0.3; CYP2C9 inhib: 72*; HUVEC tox IL1B: -42; VCAM1 TNFa inh: 15; CYP2C19 inh: -4; CYP2C19 activ: 1
CN1CCN(C(=S)Nc2ccc([N+](=O)[O-])cc2)CC1
  hDAT+cocaine: nt; TNFa cytotox: 3; Candida biofilm: nt; CYP2C9 activ: 0.9; CYP2C9 inhib: 8; HUVEC tox IL1B: 11; VCAM1 TNFa inh: -16; CYP2C19 inh: 15; CYP2C19 activ: 0.8

Next records follow:
SMILES	hDAT+cocaine	TNFa cytotox	Candida biofilm	CYP2C9 activ	CYP2C9 inhib	HUVEC tox IL1B	VCAM1 TNFa inh	CYP2C19 inh	CYP2C19 activ
CCc1ccc(-n2c(O)c(C=NCCN(CC)CC)c(=O)[nH]c2=O)cc1	-0.68	-7	nt	0.9	13	-20	4	7	0.9
COc1ccc(C(CC(=O)O)NC(=O)Cc2ccccc2)cc1 (stereo unspecified)	-0.42	nt	nt	1.1	-11	nt	nt	-10	1.1
O=C(NCCCN1CCC(Cc2ccccc2)CC1)C1CC(=O)N(C2CCCCCC2)C1 (stereo unspecified)	-1	-32	0	0.6	44	-11	2	21	0.8
CCCC(=O)NCCCc1nc2ccccc2n1CCC	-0.32	-27	-5	1.5	-47	-7	4	7	0.9
COc1ccc(OCCOC(=O)c2cccs2)cc1	-0.56	-1	11	0.3	73*	-2	3	84*	0.2
COc1cccc(/C=N\n2c(C)nnc2C)c1OC	0.14	-19	nt	1.1	-8	-10	15	-18	1.2
COC(=O)CNC(=O)C1CCCN1C(=O)OC(C)(C)C (stereo unspecified)	0.93	-1	8	1.2	-18	11	3	-12	1.1
COc1ccc(C)cc1S(=O)(=O)N(CC(=O)Nc1ccc2c(c1)OCCO2)Cc1ccccc1	1.9	-1	nt	0	98*	13	-7	100*	0
COc1ccccc1CNC(=O)CN1C(=O)C(C)N(c2ccc(C)cc2)C1=O (stereo unspecified)	0.69	nt	3	0.9	10	0	nt	19	0.8
CCOc1cc(C(=O)NC(C)c2ccncc2)cc(OCC)c1OCC (stereo unspecified)	0.5	-18	7	0.2	80*	-38	-9	80*	0.2
Cc1snc2sc(C(=O)c3ccc(Br)cc3)c(N)c12	0.017	2	3	0.9	6	-1	20	-5	1.1
Cc1ccc(N2C(=O)CC(n3ccnc3)C2=O)cc1C (stereo unspecified)	0.25	-18	5	0.9	5	-24	13	58*	0.4
CCCCN1C(=O)NC2NC(=O)NC21 (stereo unspecified)	-0.44	-18	6	nt	nt	33	0	nt	nt
O=C(NCC1CCCO1)C1c2ccccc2C(=O)N1C1CCCCCC1 (stereo unspecified)	-0.081	-15	8	1	1	1	20	8	0.9
CCOC(=O)N1CCC(NC(=O)c2cc(C)c3c(C)nn(-c4ccccc4)c3n2)CC1	1	-5	6	1.1	-13	-1	-7	1	1
O=S(=O)(c1ccccc1F)N(Cc1ccco1)Cc1nnc(-c2ccccc2Br)o1	0.49	-34	2	0.3	68*	-41	-12	50*	0.5
O=c1[nH]c2ccsc2c(=O)n1-c1ccc(F)cc1	0.046	-24	0	0.9	7	-40	16	11	0.9
Cc1ccc(C)c(S(=O)(=O)NCc2cccnc2)c1	0.54	-29	5	nt	nt	-14	29	nt	nt
Cc1ccc(-n2nnnc2Sc2nc([N+](=O)[O-])nn2C)cc1C	0.3	-20	nt	nt	nt	-1	24	nt	nt
O=C(O)Cc1ccc(NC(=O)c2ccc(NC(=O)c3ccco3)cc2)cc1	-0.46	nt	6	0.9	7	3	-10	23	0.8
COc1ccc(OC)c(-n2c(SCC(=O)NCc3ccco3)nnc2-c2c[nH]c3ccccc23)c1	-0.31	-15	8	0.3	66*	-9	-3	39	0.6
CCOc1ccccc1C1CC(=O)NC2=C1C(=O)CCC2 (stereo unspecified)	0.2	-20	9	1.1	-10	0	1	-9	1.1
CC(C)CSc1nc2ccccc2n1CC(N)=O	0.032	nt	-1	1.1	-12	nt	nt	7	0.9
O=C(NCc1ccco1)c1csc2c1CCCCC2	0.84	nt	-5	4.2*	-317	nt	nt	43	0.6
COc1ccc(C2=CC(c3ccc(C)cc3)n3nnnc3N2)cc1 (stereo unspecified)	-0.44	-22	0	0.1	86*	-8	4	75*	0.3
COc1ccc(N2CCN(c3ccc(N)cc3C#N)CC2)cc1	-0.24	9	8	1.5	-51	-22	20	30	0.7
CCc1ccc(O)c(N=Cc2cccc(C)c2O)c1	-0.69	-36	4	1.1	-11	-37	19	-11	1.1
O=C(Cc1cccs1)Nc1ccc(-c2nnn(CC(=O)N3CCOCC3)n2)cc1	-0.79	nt	4	1	4	nt	nt	-10	1.1
O=C(CN1CCCCC1)Nc1cccc(Cl)c1Cl	-0.019	-5	2	1.1	-11	-36	1	31	0.7
O=C(CSc1nnc2ccccn12)NCc1cccs1	-0.25	nt	nt	0.9	7	nt	nt	16	0.8
CCOC(=O)N1CCN(C(=O)c2oc3ccc(S(=O)(=O)N4CC(C)CC(C)C4)cc3c2C)CC1 (stereo unspecified)	0.82	13	2	0.5	51*	-20	2	61*	0.4
COc1ccc(CC(NC(C)=O)C(=O)NC2CCN(C(=O)NCc3ccccc3)CC2)cc1 (stereo unspecified)	-0.73	0	4	1.1	-11	-8	-14	-3	1
COc1ccc(C(=O)c2cnc3ccccc3c2-c2ccccc2)cc1	0.9	-9	nt	0.7	34	-40	10	27	0.7
CN1C(=O)CSc2ccc(NC(=O)NCc3ccco3)cc21	-0.051	nt	5	1	2	7	-1	2	1
Cc1nc2cc(Cl)ccc2n1-c1ccccc1	0.36	7	4	0.8	16	-110	-2	80*	0.2
Cc1sc2nc(C(C)C)nc(SCC(=O)N3CCN(C(=O)c4ccco4)CC3)c2c1C	-1.8	-32	10	0.1	92*	-39	-3	80*	0.2
CSc1nc(N)nc(SCC(=O)C(C)(C)C)c1C#N	-0.93	-55	4	0.3	73*	0	8	44	0.6
COc1ccccc1/C=c1\sc2nc(-c3ccccc3OC)nn2c1=O	nt	17	nt	1.7	-74	14	30	5	0.9
O=C(Nc1ccc(N2CCN(C(=O)c3ccco3)CC2)c(Cl)c1)c1cccs1	1.1	nt	-1	0.5	48	-22	nt	32	0.7
O=C(CN1C(=O)c2ccccc2C1=O)OCC(=O)N1CCc2ccccc2C1	0.46	nt	4	1.4	-44	nt	nt	-14	1.1
CCCCc1nc(SCC(=O)Nc2cc(C)on2)n[nH]1	0.48	-16	9	0.4	61*	-12	-35	53*	0.5
CCN(CC)S(=O)(=O)c1ccc(C(=O)N2CCCCC2)cc1	-0.0095	1	-2	0.3	70*	-2	6	18	0.8
CCC(C)C(NC(=O)OCc1ccccc1)C(=O)OCN1C(=O)c2ccccc2C1=O (stereo unspecified)	-0.5	16	7	1.2	-23	-31	9	25	0.8

Compound activity from PubChem BioAssay.
